# Screening data (PubChem BioAssay)
# SRC1 TRFRET art: TR-FRET artefact, counter-screen to PPARgamma/SRC-1 agonist assay; TR-FRET detection artefact counter-screen, emission ratio; stronger effect = higher value; TR-FRET ratio at 8 µM; 0.34% of 99,000 active; AID 1051; in the data active means TR-FRET ratio above about 2300; further: inactives centre near 1800; reference of the scale not given here
# SRC3 TRFRET art: counter-screen for PPARgamma SRC-3 recruitment agonists: TR-FRET artefact; PPARgamma/SRC-3 format; stronger effect = higher value; TR-FRET ratio at 8 µM; 0.39% of 99,000 active; AID 1048; in the data active means TR-FRET ratio above about 2000; further: inactives centre near 1600; reference of the scale not given here
# An asterisk follows results filed as active. The list is partial; count on the stated rates, not on these rows.
SMILES	SRC1 TRFRET art	SRC3 TRFRET art
CCOc1ccc(C2C(C(C)=O)=C(O)C(=O)N2CCc2c[nH]c3ccccc23)cc1 (centres undefined)	1826	1705
COc1cc2[nH]c(=S)n(C3CC3)c(=O)c2cc1OC	1582	1380
CC12CCC(C(=O)NCc3ccccc3Cl)(CC1=O)C2(C)C (centres undefined)	2052	1638
Cc1onc(-c2ccccc2)c1C(=O)NNC(=S)NC(=O)c1ccc(F)cc1	1741	1739
COc1ccc(Cn2c(=O)c3cccnc3n(Cc3ccc([N+](=O)[O-])cc3)c2=O)cc1	1805	1305
Clc1cccc(OCCCN2CCCC2)c1Cl	1736	1780
Fc1ccc(NC(=S)Nc2ccccc2N2CCOCC2)cc1Cl	1541	1563
COc1ccccc1-c1nc(SCC(=O)N(C)c2ccccc2)c2c(=O)n(C)c(=O)n(C)c2n1	1672	1489
O=c1c2ccccc2nc(SCc2nc(-c3ccccc3)no2)n1-c1ccc(F)cc1	1752	1520
O=C(C1CCN(S(=O)(=O)N2CCC3(CC2)OCCO3)CC1)N1CCCCC1	1747	1766
COc1cccc(/C=C2\SC(=S)N(CC3CCCO3)C2=O)c1 (centres undefined)	1743	1615
O=C(Cn1nc(C(F)(F)F)c2c1CCC2)NCc1ccc(F)cc1	1457	1689
CCOC(=O)c1ccc2c(c1)n(CC)c(C)[n+]2CC	1873	1660
Cc1ccc(C(=O)N2N=C(c3ccccc3)CC2(O)C(F)(F)F)o1 (centres undefined)	1922	1542
COc1ccc(NC2=C3CCCC=C3N(c3ccc(OC)cc3)C2=O)cc1	2074	1613
COC(=O)CN(c1ccccc1)S(=O)(=O)c1cc(Br)ccc1OC	2088	1626
CN(C)CCNC(=O)COc1ccc(Cl)cc1Cl	1781	1669
CC(=O)Nc1nc(-c2ccccc2)c(-c2ccccc2)o1	1704	1471
Cc1ccnc(SCc2cc(=O)c(OC(=O)c3ccc(Br)o3)co2)n1	1617	1487
COc1ccc(NC(=O)Cn2c(=O)n(-c3ccccc3)c(=O)c3oc4ccccc4c32)c(OC)c1	1630	1639
CCN(CC)CCN(Cc1cc2ccc(C)c(C)c2[nH]c1=O)C(=S)NCc1ccco1	1620	1568
COc1ccc(CCNCC(=O)Nc2ccc(C)c(S(=O)(=O)N(C)C)c2)cc1	1853	1566
Cc1cc(C)cc(C(=O)OCC(=O)NCc2cccs2)c1	1487	1641
CCOc1ccc(S(=O)(=O)N(CC(=O)NC2CCCCC2C)Cc2ccco2)cc1 (centres undefined)	2039	1770

# Full records from above.
# `CC(=O)Nc1nc(-c2ccccc2)c(-c2ccccc2)o1` as listed: SRC1 TRFRET art: 1704; SRC3 TRFRET art: 1471
# `CN(C)CCNC(=O)COc1ccc(Cl)cc1Cl` as listed: SRC1 TRFRET art: 1781; SRC3 TRFRET art: 1669

# Two entries from above, with two lines to a compound.
# Every second line gives: SRC1 TRFRET art | SRC3 TRFRET art
- Cc1cc(C)cc(C(=O)OCC(=O)NCc2cccs2)c1
    1487 | 1641
- CCOc1ccc(S(=O)(=O)N(CC(=O)NC2CCCCC2C)Cc2ccco2)cc1 (centres undefined)
    2039 | 1770

# (listing goes on)
SMILES	SRC1 TRFRET art	SRC3 TRFRET art
CC1=C(C(=O)Nc2nc3ccccc3s2)C(c2ccco2)C(C#N)=C(SCC(=O)NC2CCCCC2)N1 (centres undefined)	1598	1767
CCOc1ccccc1N(C(=O)c1ccccc1Cl)C1=NC(C)(C)CS1	1790	1587
O=c1cc(-c2ccc([N+](=O)[O-])cc2)nc2cc(-c3ccc(F)cc3)[nH]n12	1950	1626
O=C(c1cccc(NS(=O)(=O)c2cccc([N+](=O)[O-])c2)c1)N1CCOCC1	1992	1645
O=C(O)CCCN1C(=O)c2ccc(C(=O)c3cccc([N+](=O)[O-])c3)cc2C1=O	1907	1569
Clc1ccc(-c2nnc3sc(Cc4cccs4)nn23)cc1	1742	1589
NC(N)=N/N=C/c1ccc(OS(=O)(=O)c2ccccc2)cc1	1806	1558
CCc1ccc2[nH]c(=O)c(CN(CCN(C)C)C(=S)NCc3ccco3)cc2c1	1518	1489
O=C(NCc1ccco1)C1Cc2ccccc2CN1C(=O)c1ccco1 (centres undefined)	1984	1634
O=C(CN(c1ccccc1)S(=O)(=O)c1ccccc1)N/N=C/c1ccco1	1748	1392
CCC1=NN2C(=N)/C(=C\c3cccn3-c3cccc(Cl)c3)C(=O)N=C2S1	1886	1603
COc1ccc(NC(=O)c2cccc(NC(=O)C(C)C)c2)c([N+](=O)[O-])c1	1819	1640
CCOC(=O)c1cnn(-c2ccc(F)cc2)c1N	1527	1610
CCOC(=O)c1cn(CC2CC2)c2cc(F)c(F)cc2c1=O	1852	1595
Clc1cccc(Cl)c1COc1ccccc1CNn1cnnc1	1984	1668
CCOCCCNS(=O)(=O)c1ccc(NC(=O)C2CC(=O)N(c3ccc(C)cc3)C2)cc1 (centres undefined)	1868	1549
CCOC(=O)c1c(CN2CCCCC2)n(C)c2ccc(OC)c(S(=O)(=O)c3ccccc3)c12	1976	1415
Cc1nn(-c2ccccc2)c(N)c1N=Nc1ccc(Cl)cc1	1358	1431
C#CCSc1nc(N)c2c(n1)OC(N)=C(C#N)C2c1cccnc1 (centres undefined)	1542	1439
CN=C1SC(CC(=O)Nc2ccccc2F)C(=O)N1/N=C/c1ccc(O)c(OC)c1 (centres undefined)	1842	1502
COc1cc(C(C)=O)ccc1COc1ccc(C(=O)OC(C)C(=O)NC(N)=O)cc1OC (centres undefined)	1784	1595
CC/C(=C\c1oc2cc3ccccc3cc2[n+]1CC)Nc1ccccc1	1662	1653
Cc1cc(N2CCOCC2)nc2ccc(NC(=O)C3CCC(C)CC3)cc12 (centres undefined)	2010	1617
O=C(CN1CCCCCC1)Nc1ccc(Oc2ccccc2)cc1	1642	1495
CCc1ccc(C2CC(=O)Nc3c2c(=O)nc2c(C)cccn32)cc1 (centres undefined)	1613	1761
COc1ccc(S(=O)(=O)N2CCCCC2)cc1NC(=O)c1cc(C)on1	1607	1634
COc1ccccc1N1CCN(CC(O)COCCOc2ccc(Br)cc2)CC1 (centres undefined)	1747	1935
CC(C)CN(CC(C)C)S(=O)(=O)N1CCC(C(=O)NC2CCCCCCC2)CC1	1701	1398
COc1ccccc1C/C(N)=N/OC(=O)c1ccc2c(c1)OCO2	1919	1354
COc1ccc(N=Cc2c(O)n(-c3cccc(C)n3)c(=O)c3ccccc23)cc1	2022	1683
COCCNC(=O)Cn1c(=O)n(CCCCCC(=O)Nc2ccccc2)c(=O)c2sccc21	1684	1558
CCc1c(C)sc(NC(=S)NC(C)C2CCCO2)c1C(=O)OC (centres undefined)	1918	1613
CCCCOc1ccc(C(C)NC(=O)CCS(=O)(=O)Cc2ccccc2F)cc1 (centres undefined)	1605	1559
O=C(CSc1ccc(-c2ccccn2)nn1)N1CCc2ccccc21	1938	1544
Cc1cccc2sc(NNC(=O)C3=COCCO3)nc12	1912	1437
CCOC(=O)c1cnn(CCOC(=O)c2ccc(OC)cc2)c1NC(=O)c1ccc(OC)cc1	1881	1605
O=C(/C=C/c1ccccc1)Nc1nnc(-c2ccco2)o1	1585	1400
CC(=O)Nc1ncc(Cc2cccc(Cl)c2)s1	2022	1572
COc1ccc(N2CCN(C(=S)Nc3ccc(C)cc3)CC2)cc1	1854	1467
CCOc1ccccc1CNC(=O)c1c([N+](=O)[O-])c(C)nn1C	1649	1478
CC(C)[N+](C)(C)CC(O)CN(c1ccccc1)c1ccccc1 (centres undefined)	1722	1395
CCN1C/C(=C/c2cccc([N+](=O)[O-])c2)C(=O)/C(=C/c2cccc([N+](=O)[O-])c2)C1	1804	1585
C=CCn1c(=NC(=O)c2sc3ccccc3c2Cl)sc2cc(S(N)(=O)=O)ccc21	1838	1737
C[N+]1(CC(=O)OCCCc2ccccc2)CCCC1	1906	1637
Cc1ccc(S(=O)(=O)N(C)C)cc1NC(=O)C(C)Sc1ccccc1 (centres undefined)	1891	1728
Cc1ccc(/C=N/Nc2nc(N3CCCCC3)nc(N3CCCCC3)n2)o1	1517	1502
COC(=O)CCc1nc2cc(Cl)ccc2n(Cc2ccccc2)c1=O	1595	1534
O=C(NC(=S)Nc1ccc(F)cc1)c1ccc2c(c1)OCCO2	1581	1363
CCOc1cc([N+](=O)[O-])cc(/C=C2/NC(=O)N(Cc3ccccc3F)C2=O)c1O	1608	1656
COC(=O)C1C(O)=C(C=Nc2ccccc2)C(=O)CC1(C)C (centres undefined)	1730	1572
CN(C)CCNC(=S)Nc1ccc(F)c(F)c1F	1801	1549
Cc1sc2nc(CN3CCCC3)nc(NCc3ccncc3)c2c1C	2026	1669
CN(CC(=O)Nc1ccc(OC(F)(F)F)cc1)C1CCCCC1	1740	1702
Cc1c(CCOC(=O)C23CC4CC(CC(C4)C2)C3)sc[n+]1CC#N	1733	1368
O=C(N/C=C/n1cnc2cc(C(F)(F)F)ccc21)c1ccccc1F	1931	1653
O=C(Nn1c(-c2ccccc2)nc2ccccc2c1=O)c1cccs1	1673	1648
Cc1ccc(/C=N/NC(=O)c2ccc(Br)o2)s1	1928	1650
COCCn1c(SCC(=O)Nc2cc(C(C)(C)C)nn2-c2ccccc2)nc2ccccc2c1=O	1910	1506
CNC(=S)N1CCC(NC(=O)C23CC4CC(CC(C4)C2)C3)CC1	1972	1586
COc1nccnc1NS(=O)(=O)c1ccc(N/C=C2\CCCCC2=O)cc1	1955	1793

# New compounds follow:
SMILES	SRC1 TRFRET art	SRC3 TRFRET art
CCCn1c(C)cc(C(=O)COC(=O)CN=C2NS(=O)(=O)c3ccccc32)c1C	1764	1651
CN(C(=O)COc1ccc(Br)cc1Cl)C1CCCCC1	1632	1505
O=C(CCS(=O)(=O)c1cccc2nonc12)NCCc1ccccc1Cl	1624	2015
Cc1cccc(CC2S/C(=N/N=C/c3ccco3)N(c3ccccc3)C2=O)c1 (centres undefined)	1742	1270
CC1CCN(S(=O)(=O)c2cccc(C(=O)N(Cc3ccccc3)c3ccccn3)c2)CC1	1784	1663
Cc1cc(C)n(C(=O)CN2C(=O)COc3ccccc32)n1	1857	1653
CCOc1ccccc1NC(=O)c1c(Br)cnn1C	1759	1575
CN(Cc1cn(-c2ccccc2)nc1-c1ccc(F)cc1)C(=O)CCC(=O)O	1474	1360
CC(=O)Nc1ccc(-c2csc(NCc3ccccc3)n2)cc1	1832	1623
CC(C)(C)Cc1nnc(NS(=O)(=O)c2ccccc2)s1	1697	1656
C/C(=N\NC(=O)CNc1cccc2ccccc12)c1ccccc1	1645	1499
COc1ccc(/C=C2\N=C3CCCCCN3C2=O)cc1	1777	1597
O=C(COC(=O)c1ccc[nH]c1=O)NC1CCCCCCC1	2116	1492
Cc1nnc(SCC(=O)NC2CCCCC2)s1	1500	1542
Cc1cc(C)nc(-n2ncc3c2CCCC3=O)n1	1853	1512
C#CCOCCOCCOCCNc1nc(N2CCN(C(=O)Cn3cc(CCO)nn3)CC2)nc(N2CCN(C(=O)[C@H]([C@@H](C)O)n3cc(CCCCN)nn3)CC2)n1	1873	1499
Fc1ccc(Cn2cccc2C2=NC(c3ccccc3)CO2)cc1 (centres undefined)	1598	1449
CCCc1cc(=O)[nH]c(SCC(=O)NCCC2=CCCCC2)n1	2073	1586
CN(C(=O)COC(=O)c1cc(-c2ccc(Cl)s2)nc2ccccc12)C1CCS(=O)(=O)C1 (centres undefined)	1933	1651
O=S(=O)(/N=C(/Nc1ccc(Cl)c(S(=O)(=O)Nc2ccccc2Cl)c1)c1ccc(F)cc1)c1ccccc1	1694	1668
Cc1nc2cc(-c3ccccc3)ccc2o1	1861	1462
CN1C(=S)N(c2ccccc2)C(=O)/C1=C/c1ccco1	1832	1715
O=C(Cc1ccccc1)NC1c2ccccc2-c2ccccc21	1972	1743
COC(=O)/C(=N/Nc1ccccc1)N1CCCc2ccccc21	1604	1662

# Grouped by structure: the entries above containing a CF3 group.
SMILES	SRC1 TRFRET art	SRC3 TRFRET art
O=C(Cn1nc(C(F)(F)F)c2c1CCC2)NCc1ccc(F)cc1	1457	1689
Cc1ccc(C(=O)N2N=C(c3ccccc3)CC2(O)C(F)(F)F)o1 (centres undefined)	1922	1542
CN(CC(=O)Nc1ccc(OC(F)(F)F)cc1)C1CCCCC1	1740	1702
O=C(N/C=C/n1cnc2cc(C(F)(F)F)ccc21)c1ccccc1F	1931	1653

# Next part:
SMILES	SRC1 TRFRET art	SRC3 TRFRET art
Cc1cc(C)c2c(C)c(C(=O)NCc3ccc(S(N)(=O)=O)cc3)oc2c1	1549	1583
O=Cc1cn(CC(=O)N2CCc3ccccc32)c2ccccc12	1609	1319
COc1ccc2c(C=O)c[nH]c2c1	1696	1520
COc1ccc2cc(C(=O)N/N=C/c3sc4ccccc4c3O)ccc2c1	1632	1617
Cc1nc(N2CCc3ccccc3C2)[nH]c(=O)c1Cc1ccccc1	1534	1463
CCOc1ccc(-c2nnn(CC(=O)N3CCCC(C)C3)n2)cc1 (centres undefined)	1778	1427
O=C(c1ccc(-c2ccccc2)cc1)C1CCCN(Cc2ccncc2)C1 (centres undefined)	1889	1523
Cn1cc(C=C2C(=O)CC(C)(C)CC2=O)c2ccccc21	1792	1462
COCCNC(=O)CSc1nc2nn(-c3ccccc3)c(=O)c-2c2n1CCCCC2	1753	1539
CC(CCc1ccccc1)NC(=S)NC1CCCCC1 (centres undefined)	1815	1636
CC(C)c1onc(C(=O)NCc2ccccc2)c1[N+](=O)[O-]	1853	1605
Cn1cc(CN2CCC(N3CCNC(=O)CC3)CC2)c(-c2ccccc2F)n1	1754	1502
